# Growth percent in the NCI-60 one-dose screen (48 h, 10 µM unless noted): 100 = growth as untreated, 0 = no growth, -100 = all killed.
# UACC-257: UACC-257 melanoma. AID 1794764. hit rate 4.4% among 78,000
# UACC-62: UACC-62 melanoma; hit rate 5.4% among 81,000; AID 1794756
# MCF7: MCF7 breast cancer | hit rate 6.3% among 82,000 | AID 1794796
# T-47D: T-47D breast cancer; hit rate 5% among 79,000
# LOX IMVI: LOX IMVI melanoma; hit rate 7.4% among 79,000; AID 1794757
# BT-549: BT-549 breast cancer; hit rate 4.4% among 78,000; AID 1794793
# HS 578T: HS 578T breast cancer; hit rate 4.1% among 78,000; AID 1794788
# MALME-3M: MALME-3M melanoma; hit rate 5.8% among 78,000; AID 1794766
# An asterisk follows results filed as active; / = no result given; & = joins results of further samples. How the source made its calls: active means growth percent below 10; inactive means the rest. Rows are unselected; overall some 11% were active at least once.
SMILES,UACC-257,UACC-62,MCF7,T-47D,LOX IMVI,BT-549,HS 578T,MALME-3M
COC1OC(COC(=O)c2ccccc2)C(OC(=O)c2ccccc2)C(OC(=O)c2ccccc2)C1OC(=O)c1ccccc1 (stereo unspecified),92.2,83.8,95.7,68.3,90.0,101.3,100.1,111.3
N#C/C(=C\c1ccc([N+](=O)[O-])cc1)C(=O)c1ccccc1,99.8,98.5,100.0,106.3,102.0,102.8,93.1,116.0
Cc1ccccc1-c1cc(-c2ccc(F)cc2)c(C#N)c(=O)[nH]1,107.9,89.7,96.2,98.7,95.0,87.9,79.6,107.9
C=CCCCC(=O)CCC(=O)OCC1O[C@@H](O[C@@H]2C(O)[C@@H](OC(C)=O)C(C)O[C@H]2O[C@H](CC=C)CCCCC)C(O)[C@@H](OC(=O)/C(C)=C/C)[C@@H]1OC(=O)/C=C/c1ccccc1 (stereo partly specified),/,20.1,17.6,-5.2*,-52.9*,16.7,35.9,17.7
CC1=CC(C)(C)NC(=S)N1CCO,111.2&95.7,90.6&93.0,108.7&100.5,100.8&101.2,94.1&100.2,106.1&102.1,112.6&105.1,104.8&103.7
O=C(Cc1ccccc1)C(c1ccccc1)C(c1ccccc1)c1ccccc1 (stereo unspecified),108.1,76.9,95.1,85.2,82.3,92.5,113.8,86.7
Cc1n[nH]c(=S)n1N,102.7,99.0,104.0,95.7,103.2,109.6,92.9,106.0
O=C1CCN(c2ccc3ccccc3c2)C(=S)N1,102.9,96.7,98.6,98.6,97.8,109.7,105.7,105.9
COc1cccc(C(=O)N(c2ccc(F)cc2F)C(C(=O)NC(C)(C)C)c2cc3c(C)cc(C)cc3nc2Cl)c1 (stereo unspecified),45.8,69.5,62.9,47.1,76.7,96.4,76.1,74.3
COC(=O)c1ccc(-c2c(-c3ccccc3)c(F)c3oc(C(=O)OC)c(N)c3c2-c2ccccc2)cc1,110.6,82.8,75.6,64.5,81.6,95.7,91.1,99.9
O=C(Nc1cccc2ncccc12)c1sc2ccccc2c1Cl,97.5,78.8,46.9,71.1,/,90.5,97.6,93.8
CC(=O)N(C(C)=O)c1ccc(N=Nc2ccccc2C)cc1C,116.2&110.5,82.5&88.8,97.6&94.8,75.2&83.4,89.8&96.1,76.9&99.3,91.8&95.3,91.6&117.9
CCCCOCCOCCOC(=O)c1cccc(C)c1,89.2,96.1,92.2,87.7,99.3,95.1,92.3,92.4
CC(C)N(Cc1ccc(CN(C(=O)CCl)C(C)C)cc1)C(=O)CCl,/,2.7*,23.8,-14.8*,-61.2*,18.6,59.3,-63.2*
Nc1ccc(-c2nnc3n2N=CC(c2cc(=O)oc4ccccc24)S3)cc1 (stereo unspecified),99.1,92.9,80.1,/,95.9,73.1,81.6,95.5
O=C1CC(c2ccccc2)C(=O)N2C(=O)CC(c3ccccc3)C(=O)N12 (stereo unspecified),95.3,98.4,96.1,111.1,107.2,104.1,108.2,98.1
CCOC(=O)NCc1ccco1,99.6,101.6,103.5,107.6,98.8,103.1,111.4,109.8
O=C(/C=C/Nc1ccccc1)c1cc2ccccc2oc1=O,96.9,86.9,50.4,85.1,95.0,96.8,98.0,88.8
Cc1nc(-c2cccc(-c3nc4ccccc4n3Cc3ccc(Cl)cc3)c2)no1,84.8,87.4,99.4,95.0,93.8,90.6,87.9,95.7
O=C(O)COc1ccccc1[N+](=O)[O-],98.9,105.8,100.7,108.3,97.7,97.1,97.1,90.3
CN(C)CCOC(=O)Nc1cc(Cl)cc(Cl)c1,103.6,101.7,89.9,96.9,/,94.2,93.1,96.0
O=C(CNc1ncco1)Nc1ccc(S(=O)(=O)c2ccc(NC(=O)CNc3ncco3)cc2)cc1,10.3,-19.9*,18.9,29.3,-81.8*,43.9,-5.0*,-38.8*
CN1C(=O)C(Nc2ccc(C(=O)Nc3ccc(Cl)cc3)cc2)=C(c2ccccc2)C1=O,70.0,76.1,71.2,40.6,58.0,49.8,92.5,69.4
O=C1c2c(c3c4cccnc4[nH]c3c3ccc4ccccc4c23)C(=O)N1CCN1CCOCC1,84.1,57.7,15.9,65.5,/,65.6,82.1,64.4
O=C(Nc1ccc(Cl)cc1)OCCN(CCOC(=O)Nc1ccc(Cl)cc1)Cc1ccccc1,88.4,69.0,63.6,43.9,69.0,78.2,90.5,77.2
CCN1CCN(CC(=O)Nc2ccc(-c3cn4c(n3)sc3cc(Oc5ccnc(C(=O)NC)c5)ccc34)cc2)CC1,96.2,66.9,80.2,32.8,-80.4*,57.2,94.0,87.7
COc1cc2cc3c(=O)n4c(cc5cc(OC)ncc54)c(=O)n3c2cn1,110.2,110.9,95.4,95.2,100.1,106.3,103.9,93.1
CC1=C(C)C(=O)C(Nc2ccc(C)c(C)c2)=C(Br)C1=O,98.5,96.4,64.2,41.6,-54.6*,100.3,97.4,114.4
COC(=O)c1nc(-c2ccccc2)oc1S(=O)(=O)N1CCN(c2ccc(OC)cc2)CC1,83.4,86.8,45.4,59.0,62.9,76.6,89.2,77.4
COc1ccc(-c2nc(/N=C/c3ccc(O)cc3)n[nH]2)cc1,78.5,86.8,89.8,102.1,84.1,78.1,98.6,108.0
CCNc1nnc(COc2ccc(CNC(=O)CCCC/C=C/C(C)C)cc2OC)o1,105.3,95.0,95.2,81.0,93.2,102.3,98.6,/
CC(=O)Nc1nc2c(s1)CCCc1ccn(S(=O)(=O)c3ccccc3)c1-2,63.9,78.9,85.6,76.0,92.6,89.3,80.3,105.4
CCCCCCCCCCCCOC1CCN(Cc2ccc(OC)c(OC)c2)c2ccc(OC)cc21 (stereo unspecified),115.8,91.3,/,84.6,97.7,99.2,106.2,99.0
Cc1ccc(S(=O)(=O)Nc2ccc(Cl)c(Cl)c2)cc1,95.9,76.0,99.6,95.7,89.5,103.9,93.5,95.8
NC(=S)c1ccc(OCCCc2ccccc2)cc1,99.6,91.1,99.8,87.3,101.2,97.4,106.0,104.9
O=C1CCN=C2C=CC(F)=CN12,105.7,105.9,94.9,90.0,97.1,101.2,114.0,90.6
CCOCC[P+](c1ccccc1)(c1ccccc1)c1ccccc1,14.0,33.0,31.1,18.0,52.5,36.9,79.1,61.1
O=C(CSc1nnc(NC(=O)CCl)s1)Nc1ccc2oc(=O)ccc2c1,87.0,86.8,99.8,89.1,89.8,84.0,85.8,84.0
COc1cc2cc3c(=O)n4c(cc5ccccc54)c(=O)n3c2cn1,109.9,104.7,60.8,89.0,98.4,104.6,108.9,96.8
COc1ccc(-c2cc(-c3cc(OC)ccc3OC)nc(SCC(C)=O)c2C#N)cc1,93.5,67.1,70.6,57.9,57.9,61.0,76.1,92.0
COc1ccc(C(=O)C2CC2)cc1,107.5,109.1,92.7,100.0,/,105.5,/,/
O=C1C=C(C(O)c2cc(Cl)ccc2O)C(=O)c2ccccc21 (stereo unspecified),100.1,103.0,81.9,87.5,94.6,99.8,100.1,103.5
Cc1cc(C)c(Br)c(C)c1Br,97.1,97.9,94.5,100.8,102.5,137.6,101.1,98.1
CC(=O)Oc1ccccc1C(=O)N=C1[Se]CCN1C(=O)c1ccccc1OC(C)=O,/,-57.8*,5.5*,-15.2*,-49.0*,-94.3*,-14.9*,/
O=C(Cn1c(-c2ccccc2)nc2ccccc21)N=Nc1c(O)[nH]c2ccc(Cl)cc12,36.5,-2.8*,9.5*,-29.8*,8.1*,-53.0*,-16.2*,5.8*
COc1cc(C2CC(c3cc(OC)c(OC)c(OC)c3)=NN2C(C)=O)ccc1Oc1ccnc2cc(Cl)ccc12 (stereo unspecified),96.7,78.9,87.8,95.9,94.9,96.2,86.4,100.8
CN(C)C(=O)OCc1nc2c(N3CCOCC3)nc(Cl)nc2n1C,97.0,103.9,101.1,101.0,98.1,103.8,92.7,96.7
CCN(CC)CCn1cnc2c1c(=O)n(C)c(=O)n2C,91.5,98.4,94.8,109.8,98.7,/,92.5,114.7
CCCCCCCCc1cc[n+](CC(=O)c2ccc(Br)cc2)cc1,-61.2*,-32.9*,-74.0*,-16.6*,-84.8*,77.8,-29.2*,-25.4*
Cc1nc2ccccc2n1C(=O)CC1C(=O)NC(=S)NC1=O,112.4,99.2,95.6,98.8,92.9,105.8,97.7,96.1
CC(C)(C)OC(=O)N1C/C(=C\c2ccoc2)C(=O)/C(=C/c2ccoc2)C1,95.9,88.3,20.5,82.4,90.7,101.7,90.6,92.6
CC(C)(C)c1ccc(O)c(CNC2CCCCC2)c1,95.2&108.2,79.7&96.6,93.8&93.0,75.9&112.2,97.6&86.2,85.1,89.9&89.2,97.9&114.9
CCOC(=O)c1c(NC(=O)c2ccc(C(F)(F)F)cc2)sc2c3c(ccc12)OCN(C)C3,71.6,88.0,-61.7*,4.1*,-95.1*,/,78.7,72.6
N#Cc1c(-c2cccs2)cc(-c2cnccn2)nc1SCC(=O)N/N=C/c1ccncc1,106.7,91.4,92.5,101.2,101.0,113.3,109.5,120.5
Cc1ccc(S(=O)(=O)NC(=O)Nc2nc3ccc(C)cc3s2)cc1,106.0,92.7,93.7,95.1,99.1,103.2,104.2,105.0
Cc1c(C(=O)NNC(=O)c2ccc(Cl)cc2)nnn1-c1ccc(F)cc1,96.6,91.0,84.6,91.6,/,88.7,/,87.0
COc1cc(NCCN(CC(C)C)C2CCCC2)c2ncccc2c1,91.5,92.8,42.0,/,89.8,98.8,84.2,125.7
Cc1nc(-c2cccs2)ccc1NC(=O)Nc1ccc(Cl)cc1,77.9,81.4,88.3,87.3,98.6,105.1,103.1,116.3
NC1CCN(Cc2ccccc2)CC1,82.4,112.1,88.0,102.9,102.5,/,111.5,107.1
Cc1c(/C=C2\Oc3ccccc3C2=O)c(=O)n(-c2ccccc2)n1C,102.8,95.3,82.6,98.0,98.3,108.7,85.3,101.6

# Rewritten as tab-separated lines: entries from further up.
canonical_smiles	UACC-257	UACC-62	MCF7	T-47D	LOX IMVI	BT-549	HS 578T	MALME-3M
Cc1nc2ccccc2n1C(=O)CC1C(=O)NC(=S)NC1=O	112.4	99.2	95.6	98.8	92.9	105.8	97.7	96.1
CC(C)(C)OC(=O)N1C/C(=C\c2ccoc2)C(=O)/C(=C/c2ccoc2)C1	95.9	88.3	20.5	82.4	90.7	101.7	90.6	92.6
CC(C)(C)c1ccc(O)c(CNC2CCCCC2)c1	95.2&108.2	79.7&96.6	93.8&93.0	75.9&112.2	97.6&86.2	85.1	89.9&89.2	97.9&114.9
CCOC(=O)c1c(NC(=O)c2ccc(C(F)(F)F)cc2)sc2c3c(ccc12)OCN(C)C3	71.6	88.0	-61.7*	4.1*	-95.1*	/	78.7	72.6
N#Cc1c(-c2cccs2)cc(-c2cnccn2)nc1SCC(=O)N/N=C/c1ccncc1	106.7	91.4	92.5	101.2	101.0	113.3	109.5	120.5
Cc1ccc(S(=O)(=O)NC(=O)Nc2nc3ccc(C)cc3s2)cc1	106.0	92.7	93.7	95.1	99.1	103.2	104.2	105.0
Cc1c(C(=O)NNC(=O)c2ccc(Cl)cc2)nnn1-c1ccc(F)cc1	96.6	91.0	84.6	91.6	/	88.7	/	87.0
COc1cc(NCCN(CC(C)C)C2CCCC2)c2ncccc2c1	91.5	92.8	42.0	/	89.8	98.8	84.2	125.7
Cc1nc(-c2cccs2)ccc1NC(=O)Nc1ccc(Cl)cc1	77.9	81.4	88.3	87.3	98.6	105.1	103.1	116.3
NC1CCN(Cc2ccccc2)CC1	82.4	112.1	88.0	102.9	102.5	/	111.5	107.1
Cc1c(/C=C2\Oc3ccccc3C2=O)c(=O)n(-c2ccccc2)n1C	102.8	95.3	82.6	98.0	98.3	108.7	85.3	101.6

# Remaining list, next part.
SMILES,UACC-257,UACC-62,MCF7,T-47D,LOX IMVI,BT-549,HS 578T,MALME-3M
C=CCNC(=S)/N=C/C(C(=O)Nc1ccccc1C)=C(\C)O,105.2,95.5,102.3,97.7,99.9,108.0,112.1,107.8
CCN(CC)CCOC(=O)c1ccc(NC(=O)OCC(C)OC(=O)Nc2ccc(C(=O)OCCN(CC)CC)cc2)cc1 (stereo unspecified),/,105.8,93.7,94.1,95.9,105.2,87.7,100.7
CNC(=O)c1cc(Oc2ccc3nc(NC(=O)c4cc(C)cc(C)c4)sc3c2)ccn1,89.1,76.9,82.0,80.1,101.6,11.6,85.8,87.7
O/N=C\c1cc(-c2ccc(Br)cc2)on1,104.3,93.5,97.0,108.0,104.6,82.9,101.3,92.6
Cn1cc(-c2nnc(-c3cn(C)c4ncccc34)s2)c2ccccc21,96.1,69.2,58.6,47.9,86.0,68.3,83.7,29.1
CC(C(N)=O)N1CCN(c2ccccc2)CC1 (stereo unspecified),99.1,105.6,105.8,100.5,89.9,90.9,99.6,89.7
CN(C)S(=O)(=O)c1cccc(C(=O)Nc2sc3c(c2C(N)=O)CCC3)c1,105.6,109.4,94.5,100.8,98.8,77.6,83.5,89.8
O=C(O)CC(C(=O)O)N1C(=O)/C(=C/c2cn(-c3ccccc3)nc2-c2ccccc2)SC1=S (stereo unspecified),96.9,84.5,84.2,96.5,107.5,109.2,101.2,102.7
CCOC(=O)NCCc1ccccc1,100.0,88.8,99.1,106.2,93.9,107.6,104.6,109.9
COc1cc2nc(Nc3cccc(Cl)c3)nc(N)c2cc1OC,90.3,96.3,81.5,84.5,59.8,78.6,108.8,107.4
CC1=NN(c2nc3ccccc3nc2Cl)C(=O)C1,94.7,99.2,95.0,107.8,93.6,128.8,110.1,109.6
CC(=O)n1nc(C(=O)OC(C)(C)c2ccccc2)c2ccccc21,89.5,93.0,94.0,86.3,91.2,99.6,100.3,104.6
COc1ccc(/C=C/c2cc(/C=C/c3ccc(OC)c(OC)c3OC)n(-c3ccc(OC(F)(F)F)cc3)n2)c(OC)c1OC,89.1,88.3,96.2,85.5,92.1,99.3,88.5,102.8
CC(=O)c1cc2c(cc1O)OC1=C(c3cc4cc(C(C)=O)c(O)cc4o3)CCC(c3cc4cc(C(C)=O)c(O)cc4o3)(c3cc4cc(C(C)=O)c(O)cc4o3)C12 (stereo unspecified),108.2,67.6,74.4,104.5,95.3,110.9,106.0,101.4

# High-throughput results from PubChem BioAssay.
